Screening results (PubChem BioAssay)
aDG glyco act: activators of alpha-DG glycosylation, primary screen, uHTS, Pro5-aDG cells, AlphaScreen; alpha-DG glycosylation AlphaScreen (IIH6); 0% Pro5, 100% B10-LARGE cell signal; activation, % at 10 µM; actives 0.22% (n = 360,000); AID 624168, 2012;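 active = activation of at least 8% versus controls, or a plate z-score of at least 8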;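 note: Pro5 are CHO cells carrying HIG-tagged alpha-DG that lacks glycosylation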
Exocytosis inh: LAMP-1 surface exposure blockers, TALL-104 cells – cell-based, flow cytometry, MLPCN library, primary screen; actives 0.66% (n = 360,000); TALL-104 LAMP-1 surface exposure; cells stimulated with thapsigargin and PMA; inhibition, % at 10 µM;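 active = inhibition above about 55%, limit read from the data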
NR2E3 ag-1: NR2E3 agonists in two-hybrid cells, primary screen, cell-based, luminescence, CHO-S, Gal4-NCOR/VP16-NR2E3; Photoreceptor-specific nuclear receptor (Homo sapiens), Q9Y5X4; luciferase; actives 0.35% (n = 360,000); AID 602229, 2012; inhibition of corepressor binding, % at 3.98 µM;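 active = inhibition above the mean of all tested compounds plus 3 SD, cut at about 70% in these data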;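 note: 0% = DMSO with NR2E3 transfected cells and 100% = cells lacking NR2E3 construct; higher means lower luciferase signal from less NR2E3 corepressor binding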
Target sequence (Q9Y5X4 whole entry, looked up, the tested form may be a part): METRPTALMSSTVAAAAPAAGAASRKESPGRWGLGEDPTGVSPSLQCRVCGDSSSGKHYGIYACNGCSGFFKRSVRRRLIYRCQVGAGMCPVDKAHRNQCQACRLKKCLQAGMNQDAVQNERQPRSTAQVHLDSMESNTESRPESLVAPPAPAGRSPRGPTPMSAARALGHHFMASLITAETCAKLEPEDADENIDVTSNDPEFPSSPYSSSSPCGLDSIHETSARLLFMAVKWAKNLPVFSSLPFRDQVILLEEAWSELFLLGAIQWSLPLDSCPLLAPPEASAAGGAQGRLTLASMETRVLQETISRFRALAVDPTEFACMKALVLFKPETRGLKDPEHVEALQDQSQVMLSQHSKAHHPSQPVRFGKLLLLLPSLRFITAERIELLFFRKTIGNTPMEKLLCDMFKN
Peg3 prom inh: Peg3 promoter-driven luciferase inhibitors, primary screen, cell-based, HeLa, luciferase luminescence; inhibition, % at 20 µM; actives 1.7% (n = 360,000); HeLa PEG-Prom luciferase reporter, overnight; AID 588405, 2011;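 active = inhibition of at least 50% at 20 µM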
Vif inh: HIV Vif self-association inhibitors, primary screen, imaging, HEK293T, single point; HEK293T cells, Vif self-association by quenched fluorescence, 24 h; inhibition, % at 7.49 µM; actives 0.35% (n = 340,000); in the data active = inhibition above about 50%, passing the limit was not always enough; note: some results filed as inactive read as strong as hits
TRPM1 prom inh: inhibitors of MITF-dependent TRPM1 promoter reporter, primary screen, cell-based, SK-MEL-5, single point, luciferase. actives 0.83% (n = 330,000). SK-MEL-5 TRPM1 promoter luciferase, 24 h. inhibition, % at 12.5 µM;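 active = mean inhibition across replicates of 60% or more, whatever share of single replicates reaches that level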; note: values of inactives mirror those of a sister screen read the other way
NR2E3 ag-2: inhibitors of NR2E3-RetCOR corepressor binding, primary screen, NR2E3 agonist project, biochemical, TR-FRET, GST-NR2E3, biotin-RetCOR; 1536-well; actives 0.12% (n = 320,000); AID 2300, 2010; inhibition of corepressor binding, % at 4.78 µM;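 active = percent inhibition above the cutoff of mean plus 3 SD of all tested compounds, set per screening campaign, cut at about 20% in these data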;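 note: 0% = DMSO wells and 100% = biotin wells as full block of FRET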
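Test system – NR2E3–RetCOR corepressor complex · Quantity – NR2E3 fusion 1.35 nM · Buffer or medium – Tris pH 7.5 · Incubation – Compound–protein incubation for 5 h at 4 °C · Technique – TR-FRET, Eu(K)-anti-GST donor, streptavidin-D2 acceptor, ex 340, em 617/671 nm · Evaluation – percent inhibition of 671/617 nm emission ratio versus biotin and DMSO controls · Plate – 1536-well format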
HIF-2a inh: HIF-2a reporter inhibitors, primary screen, luminescence, 786-0 RCC cells | AID 624352, 2012 | actives 0.72% (n = 360,000) | 786-0 RCC cells HIF-2a reporter, luciferase luminescence, overnight | inhibition, % at 18.8 µM;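 active = inhibition of the luminescence signal of 40% or more relative to plate controls, in a single-dose primary screen at 18.75 µM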
PDI turbidity: inhibitors of human PDI, primary screen, biochemical, turbidity, single point, plate reader; Protein disulfide-isomerase (Homo sapiens), P07237; PDI insulin aggregation turbidity, A650, 90 min; inhibition, % at 10 µM; actives 0.052% (n = 350,000); AID 588391, 2011;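 active = mean inhibition across replicates of 30% or more, whatever share of single replicates reach that level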;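 note: absorbance from insulin aggregation driven by PDI reduction with DTT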
iPSC survival up: enhancers of single-cell hiPSC survival, primary screen, ATPlite luminescence | 100% = ROCK inhibitor wells, 0% = DMSO | actives 0.044% (n = 360,000) | AID 602274, 2012 | survival enhancement, % at 20 µM; in the data active = survival enhancement above about 18%;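 note: cells exposed to compounds for 16 hours before the ATP read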
CaV13 FRET inh: Primary screen for inhibitors of IQ motif and Ca2+-dependent inactivation inhibitor domain binding in CACNA1D, Förster resonance energy transfer in living cells, …; HEK cells, CFP/YFP FRET ICDI-IQ, plate reader, 10 min; percent FRET-ratio fall versus neutral wells; inhibition, % at 12.3 µM; actives 0.098% (n = 340,000);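 active = mean replicate inhibition of at least 30% and at least 1% of replicates passing that level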;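 note: 0% = median of the neutral control wells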
Numbers without * were called inactive; . = not tested or not shown.

Every second line gives: aDG glyco act	Exocytosis inh	NR2E3 ag-1	Peg3 prom inh	Vif inh	TRPM1 prom inh	NR2E3 ag-2	HIF-2a inh	PDI turbidity	iPSC survival up	CaV13 FRET inh
- CCOc1ccccc1C(=O)N1CCN(c2ccc(C(F)(F)F)cn2)CC1
    2.6	3	-6	8	-26	9	3	14	5	1.3	-5
- Cc1ccccc1Cn1c(C)nc2ccc([N+](=O)[O-])cc2c1=O
    -0.1	-3	-49	14	-1	1	0	20	4	-0.7	-20
- CCOc1cccc(=O)c2c(C)n(CC3CCCO3)c(C)c12 (configuration not stated)
    0.1	-1	-11	-9	-2	11	-3	8	1	5.5	-4
- Nc1ccc(NC(=O)c2ccccc2)c2c1C(=O)c1ccccc1C2=O
    -0.6	-3	12	32	-12	24	2	3	1	-3.2	-3
- C[C@@H](C(=O)N[C@H](C(=O)O)c1ccccc1)n1nnc2ccccc2c1=O
    -0.3	1	4	3	0	12	-4	7	-8	0.0	-5
- Cc1ccc(NS(=O)(=O)c2ccc(OCC(=O)N3CCOCC3)cc2)cc1
    -0.2	-4	-18	21	-2	-3	-1	11	-6	-1.0	-12
- CCn1c(CNC(=O)C23CC4CC(CC(C4)C2)C3)nnc1SC
    -0.1	-1	-9	-4	-6	-1	2	21	-10	1.6	10
- CC(=O)c1ccc(S(=O)(=O)Nc2ccc(-n3c(C)nc4ccccc4c3=O)cc2)cc1
    0.0	-19	-3	12	.	5	6	-2	7	0.7	-6
- Cc1ccc(OCc2nnc(SCC(=O)C(C)(C)C)n2Cc2ccco2)cc1
    0.3	0	-5	26	-4	2	0	15	-8	0.6	-4
- COCCN(C(=O)c1ccc(COc2ccccc2)o1)c1c(N)n(CC(C)C)c(=O)[nH]c1=O
    -0.3	14	-5	-9	0	-4	3	6	22	-2.6	-14
- CC(=O)Nc1ccc2c3c(cccc13)C(=O)N(c1ccccc1)C2=O
    -0.2	9	0	-19	1	-4	3	1	-1	-1.7	-5
- Cc1ccccc1C(=NC(=O)c1ccccc1)c1ccccc1
    0.1	0	-6	14	5	-8	-1	19	-6	-0.2	.
- CCCCOc1ccccc1C(=O)N(Cc1ccco1)C1CCS(=O)(=O)C1 (configuration not stated)
    -0.9	0	9	8	9	-5	-2	13	-4	0.0	-14
- CC(C)c1ccc(CN(C(=O)C2COc3ccccc3O2)C2CCS(=O)(=O)C2)cc1 (configuration not stated)
    0.2	-1	-15	23	-14	5	1	14	4	5.1	-3
- CCCCOc1ccc(S(=O)(=O)Nc2cccnc2)cc1
    0.4	0	94*	17	-13	12	3	4	4	4.6	-10
- COc1ccc(C(=O)N[C@H](C(=O)Nc2sccc2C(N)=O)C(C)C)cc1
    0.0	-1	-10	4	-2	-6	2	11	-1	1.6	-7
- Cc1cc(NC(=O)COC(=O)/C=C/c2ccc(C)o2)no1
    -0.1	-3	4	7	8	.	.	8	-1	0.9	-2
- COc1cccc(C(=O)NCCS(=O)(=O)NCCCc2ccccc2)c1
    -0.2	-20	5	7	5	5	0	5	5	0.0	-8
- COc1ccc(C(=O)NCCSCc2cccc(Cl)c2)cc1OC
    0.0	-10	8	21	-4	-1	.	18	5	-0.3	-3
- Cc1cccc(NC(=O)c2cccc(N3C(=O)C4CCC(C)CC4C3=O)c2)c1C (configuration not stated)
    -0.1	-7	-18	11	.	8	1	7	1	0.0	-2
- CSc1nnc2c(n1)OC(c1cccn1C)N(C(C)=O)c1ccccc1-2 (configuration not stated)
    4.0	3	-34	6	13	11	1	19	2	1.8	-5
- Cc1ccc(NC(=S)NC(=O)c2c(-c3ccccc3Cl)noc2C)cc1
    0.2	-1	3	0	-5	2	-1	4	4	-1.5	-6
- Cc1ccc2ccccc2c1C(O)c1ncc(-c2ccc(F)cc2)[nH]1 (configuration not stated)
    0.3	0	6	-8	.	.	.	12	-10	2.8	-10

Exported in CSV form: part of the list above.
molecule,aDG glyco act,Exocytosis inh,NR2E3 ag-1,Peg3 prom inh,Vif inh,TRPM1 prom inh,NR2E3 ag-2,HIF-2a inh,PDI turbidity,iPSC survival up,CaV13 FRET inh
Cc1cc(NC(=O)COC(=O)/C=C/c2ccc(C)o2)no1,-0.1,-3,4,7,8,.,.,8,-1,0.9,-2
COc1cccc(C(=O)NCCS(=O)(=O)NCCCc2ccccc2)c1,-0.2,-20,5,7,5,5,0,5,5,0.0,-8

Laid out differently: results already given.
compound	aDG glyco act	Exocytosis inh	NR2E3 ag-1	Peg3 prom inh	Vif inh	TRPM1 prom inh	NR2E3 ag-2	HIF-2a inh	PDI turbidity	iPSC survival up	CaV13 FRET inh
CCOc1ccccc1C(=O)N1CCN(c2ccc(C(F)(F)F)cn2)CC1	2.6	3	-6	8	-26	9	3	14	5	1.3	-5
Cc1ccccc1Cn1c(C)nc2ccc([N+](=O)[O-])cc2c1=O	-0.1	-3	-49	14	-1	1	0	20	4	-0.7	-20
CCOc1cccc(=O)c2c(C)n(CC3CCCO3)c(C)c12 (configuration not stated)	0.1	-1	-11	-9	-2	11	-3	8	1	5.5	-4
Nc1ccc(NC(=O)c2ccccc2)c2c1C(=O)c1ccccc1C2=O	-0.6	-3	12	32	-12	24	2	3	1	-3.2	-3
C[C@@H](C(=O)N[C@H](C(=O)O)c1ccccc1)n1nnc2ccccc2c1=O	-0.3	1	4	3	0	12	-4	7	-8	0.0	-5
Cc1ccc(NS(=O)(=O)c2ccc(OCC(=O)N3CCOCC3)cc2)cc1	-0.2	-4	-18	21	-2	-3	-1	11	-6	-1.0	-12
CCn1c(CNC(=O)C23CC4CC(CC(C4)C2)C3)nnc1SC	-0.1	-1	-9	-4	-6	-1	2	21	-10	1.6	10
CC(=O)c1ccc(S(=O)(=O)Nc2ccc(-n3c(C)nc4ccccc4c3=O)cc2)cc1	0.0	-19	-3	12	.	5	6	-2	7	0.7	-6
Cc1ccc(OCc2nnc(SCC(=O)C(C)(C)C)n2Cc2ccco2)cc1	0.3	0	-5	26	-4	2	0	15	-8	0.6	-4
COCCN(C(=O)c1ccc(COc2ccccc2)o1)c1c(N)n(CC(C)C)c(=O)[nH]c1=O	-0.3	14	-5	-9	0	-4	3	6	22	-2.6	-14

Random draw from the library; 3.5% or so of the library scored in one or more.
